High-throughput results: PubChem, several laboratories
PTEN del growth: suppresses growth of cells with PTEN deletion. HCT116 PTEN-null viability, CellTiter-Glo, 60 h; hits give low values. actives 1.2% (n = 140,000). viability, % at 10 µM. AID 827;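 active = viability at or below a set limit, 4 SD under the median of all tested compounds, cut at about 3.7% in these data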;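 note: PTEN knockout HCT116 line with beta catenin targeted HCT116 as companion control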
BB579 growth dn: chemicals that inhibit yeast BB579 growth in restrictive medium (lifespan-shortening candidates) | inhibition, % at 10 µM | S. cerevisiae BB579 growth, OD615, 48 h | actives 0.51% (n = 140,000);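 active = inhibition above a set limit, 3 SD over the mean compound inhibition, cut at about 44% in these data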; note: inactives centre near -24
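System: Saccharomyces cerevisiae DeaD strain BB579, replicative lifespan model yeast. Buffer or medium: restrictive glucose-based CSMM-D medium. Doses: one dose, 10 µM compound with 0.25% DMSO. Timing: 4 h preincubation and 48 h exposure at 30 °C. Detection: turbidity as optical density at 615 nm. Benchmarks: amphotericin B 10 µg/mL, positive.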
Yeast life ext: yeast lifespan extension | inhibition of the nicotinamide effect, % at 10 µM | actives 0.68% (n = 130,000) | S. cerevisiae growth with nicotinamide, OD615; deaD strain in restrictive glucose medium;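 active = inhibition above a set limit, placed 3 SD over the median of all compounds, cut at about 26% in these data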;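 note: 0% = nicotinamide-treated wells and 100% = cells grown without nicotinamide; some compounds called inactive have numbers as strong as hits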
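Buffer or medium: CSMM-D glucose medium, restrictive; test system: modified budding yeast, DeaD strain; compound: single dose 10 µM compound, 0.25% DMSO; schedule: culture preincubation 4 h, compound exposure 48 h, both 30 °C; detection: optical density (absorbance) at 615 nm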
NPY-Y2 antag: NPY-Y2 (human) receptor antagonism; P49146; NPY-Y2 expressing cells, antagonist mode; inhibition, % at 2.7 µM; actives 0.99% (n = 140,000); AID 793; in the data active = inhibition above about 17%;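 note: 0% = vehicle with agonist challenge and 100% = reference antagonist with challenge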
Target sequence (P49146 whole entry, looked up): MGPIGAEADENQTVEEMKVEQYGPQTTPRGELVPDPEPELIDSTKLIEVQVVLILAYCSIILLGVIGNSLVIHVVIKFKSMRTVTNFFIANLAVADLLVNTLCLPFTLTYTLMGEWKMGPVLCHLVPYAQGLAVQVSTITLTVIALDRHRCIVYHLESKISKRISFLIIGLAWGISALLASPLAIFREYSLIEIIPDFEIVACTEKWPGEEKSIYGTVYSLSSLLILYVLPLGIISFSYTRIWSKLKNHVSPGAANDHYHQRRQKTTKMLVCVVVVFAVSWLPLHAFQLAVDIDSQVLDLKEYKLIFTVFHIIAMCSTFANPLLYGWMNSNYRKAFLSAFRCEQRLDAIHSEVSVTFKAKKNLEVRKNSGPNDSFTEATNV
HCT116 bCat-KO: beta-catenin-lacking colon tumor cell growth suppression | HCT116 beta-catenin knockout viability, CellTiter-Glo, 60 h; hits give low values | viability, % at 10 µM | actives 1.5% (n = 140,000);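 active = viability at or under a set limit, the compound median less 4 SD, cut at about 6% in these data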;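 note: 0% = Hyamine 1622 control at 20 µM and 100% = untreated cell control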
GALR2 blocker: GALR2 (human) receptor antagonism; O43603; GALR2-expressing cells, antagonist mode; inhibition, % at 4 µM; actives 0.39% (n = 140,000); in the data active = inhibition above about 27%;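 note: cells stimulated with galanin 1-16 at roughly its EC80; 0% = agonist challenge control and 100% = basal control without agonist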
Target sequence (O43603 whole entry, looked up): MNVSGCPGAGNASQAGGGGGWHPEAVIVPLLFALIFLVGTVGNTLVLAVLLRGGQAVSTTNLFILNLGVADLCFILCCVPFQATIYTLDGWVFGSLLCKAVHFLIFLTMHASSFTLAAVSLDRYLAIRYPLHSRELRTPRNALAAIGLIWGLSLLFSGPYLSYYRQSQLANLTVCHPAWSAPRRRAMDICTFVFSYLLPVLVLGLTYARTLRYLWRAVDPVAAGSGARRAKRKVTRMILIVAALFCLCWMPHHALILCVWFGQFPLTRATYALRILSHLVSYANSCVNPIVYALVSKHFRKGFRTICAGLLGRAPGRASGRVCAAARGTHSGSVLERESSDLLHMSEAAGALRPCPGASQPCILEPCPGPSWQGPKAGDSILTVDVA
MRP-1 activ: activators of MRP-1 | actives 0.61% (n = 140,000) | viability increase, % at 10 µM | H69AR cells + doxorubicin, viability rescue, CellTiter-Glo | AID 799;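 active = viability gain under doxorubicin at or above a set limit, the compound median plus 3 SD, cut at about 4.7% in these data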;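 note: MRP-1 overexpressing cells given doxorubicin 25 µM after compound pretreatment; 18-22 h compound pretreatment then 72 h with doxorubicin before readout; 0% = doxorubicin-only wells and 100% = vehicle-treated cells without doxorubicin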
E-sel TNF inh: blocks E-selectin expression induced by TNF alpha; inhibition, % at 2 µM; actives 0.71% (n = 120,000); HUVEC TNFa-induced E-selectin immunofluorescence, high content; AID 1246;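 active = inhibition above the batch mean plus 3 SD, and confirmed as a hit on visual image review, cut at about 43% in these data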;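 note: 0% = TNF-stimulated DMSO wells and 100% = unstimulated control wells; not every result past the cut was called active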
Phagocytosis inh: macrophage phagocytosis inhibition; J774A.1 macrophage IgG-bead phagocytosis, imaging; inhibition, % at 5 µM; actives 0.07% (n = 110,000); AID 1029;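 active = inhibition above the mean of the plate negative controls plus 5 SD, cut at about 13% in these data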;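 note: phagocytic index as fraction of beads internalized from green versus red external bead signal; plate controls were DMSO negative control for no effect and cytochalasin-D positive control for full effect; some results beyond the cut were filed as inactive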
Measles CPE: protection of cells from measles virus; protection (pct of control), % at 4 µM; Measles virus-infected cells, CPE protection, absorbance; actives 1.5% (n = 140,000); in the data active = protection mostly above about 24%, no sharp cut-off; inactive = mostly below about 26%; note: some compounds called inactive have numbers as strong as hits
Numbers without * were called inactive; x = no result given.

SMILES	PTEN del growth	BB579 growth dn	Yeast life ext	NPY-Y2 antag	HCT116 bCat-KO	GALR2 blocker	MRP-1 activ	E-sel TNF inh	Phagocytosis inh	Measles CPE
COc1ccc(-c2c(C)n([O-])c(C)c(C)[n+]2=O)cc1OC	94	-5	-12	3	96	-4	0.7	x	0	14
CCOC(=O)C1CCN(Cc2ccc(C(=O)OC)cc2)CC1	102	-36	-3	4	96	9	0.6	-3	0	31
CC(C)(C)c1ccc(OCC(=O)NCCN2CCCC2)cc1	93	24	-2	0	98	4	-2.4	15	x	44
Cc1ccc(-c2ccccc2NC(=O)CCl)o1	44	-20	-30	2	23	20	-5.3	x	x	3
CN(CCO)C1=CC(=O)CC(C)(C)C1	113	-46	x	0	92	1	1.1	13	x	15
COC(=O)c1[nH]cnc1C(=O)c1ccccc1	99	-40	-15	-3	96	-5	-1.2	-3	0	3
CCOC(=O)C(=O)NNc1cccc(C)c1C	105	5	3	2	101	-1	-1.1	1	x	45*
CCOC(=O)C1CCN(C(=O)Nc2ccc(NC(=O)C3CCN(C(=O)OCC)CC3)cc2)CC1	94	-28	3	-1	90	6	-2.1	-35	-1	17
C#CCOc1c(Br)cc(/C=N/O)cc1OCC	94	-20	2	7	98	-23	-3.2	9	0	11
O=C(O)c1ccc(NCc2ccncc2)cc1	93	-38	-11	-2	91	-3	0.2	x	-1	1
N#CC1=C(N)N(c2ccccc2C#N)C2=C(C(=O)CCC2)C1c1ccsc1 (stereo unspecified)	94	-31	-9	1	82	18	-2.1	-27	-1	3
CCCOC(=O)c1ccc(NC(=O)CSC2=Nc3ccccc3C3CC=NN23)cc1 (stereo unspecified)	90	-47	-11	2	84	8	-1.0	-91	2	5
CC(NC(=O)c1ccc(CS(=O)(=O)c2cccc(C(F)(F)F)c2)o1)c1ccc2c(c1)OCCO2 (stereo unspecified)	101	-19	-5	1	97	-13	-2.2	-11	0	14
O=[N+]([O-])c1ccc(/C=N/n2c(C3CCCCC3)n[nH]c2=S)cc1	79	-37	-10	-2	103	5	-3.1	-43	x	15
O=C(Nc1ccn(C2CC(OC(=O)c3ccccc3)C(CO)O2)c(=O)n1)c1ccccc1 (stereo unspecified)	92	-14	-5	0	94	-5	-2.7	4	0	7
CC(C)(C)c1nc(SCC(=O)Nc2nc3c(s2)CCCC3)c2ccccc2n1	45	-81	8	4	67	-5	-4.9	0	x	60
COc1ccc(C2CC(c3ccccc3)n3nc(NC(=O)c4cccs4)nc3N2)cc1 (stereo unspecified)	81	-50	-10	-1	83	-8	0.1	1	1	9
O=C(Cn1cnc2c(nnn2-c2ccc(F)cc2)c1=O)N1CCCC1	107	1	-5	1	93	-2	-2.2	5	0	1
O=C(CN(Cc1ccccc1)S(=O)(=O)c1ccc(Br)cc1)NCc1ccco1	x	-18	0	6	86	7	-2.1	-13	1	8
CCN(CC)S(=O)(=O)c1cccc(C(=O)NC(C(=O)Nc2nnc(C3CC3)s2)C(C)C)c1 (stereo unspecified)	90	-37	-8	-1	94	-3	-0.1	-65	-1	7
O=C(COC(=O)c1cc([N+](=O)[O-])ccc1NCCO)c1ccc(Cl)cc1	91	-27	-7	-3	90	10	0.7	-14	0	13
Cc1nn2c(-c3ccccc3)ccnc2c1-c1ccccc1	71	-25	-10	2	80	1	-1.6	10	0	4
COc1cc(NC(=O)Cn2ncc3c2-c2ccccc2OC3)cc(OC)c1OC	75	9	-11	2	74	-6	-2.6	x	0	8
O=C(NCCN1CCN(c2ccccc2)CC1)C1CCN(S(=O)(=O)c2cccs2)CC1	77	-36	-18	1	90	-13	1.4	-3	x	10
CCOC(=O)c1c(C)[nH]c(C(=O)COC(=O)C2CC2C)c1C (stereo unspecified)	96	-48	-18	0	99	4	1.6	13	0	4

New compounds follow:
SMILES	PTEN del growth	BB579 growth dn	Yeast life ext	NPY-Y2 antag	HCT116 bCat-KO	GALR2 blocker	MRP-1 activ	E-sel TNF inh	Phagocytosis inh	Measles CPE
CCCS(=O)(=O)N1CCC(C(=O)NCCc2ccccc2)CC1	95	0	-5	7	95	-4	-0.4	x	0	11
Oc1ccccc1C1OCC2(CO1)COC(c1ccccc1O)OC2 (stereo unspecified)	100	-23	2	-1	99	6	0.9	x	1	10
COc1ccc(-c2cnnc(N/N=C/c3ccc(OC)c(OC)c3)n2)cc1	68	-20	-1	1	68	6	-5.1	x	-7	6
CCN1C(=O)S/C(=C/c2cn(C)c3ccccc23)C1=O	91	-14	-8	3	88	12	-3.1	3	0	5
CCOC(=O)c1c(-c2ccccc2)csc1NC(=O)c1ccc(S(=O)(=O)N2CCOCC2)cc1	69	-15	0	2	79	-7	-2.0	x	-5	9
O=C(Nc1ccc(N2CCOCC2)cc1)Nc1cnsn1	101	-20	-18	2	96	1	0.8	10	-1	6
Cc1cc(C)c(C#N)c(SCCS(=O)(=O)Cc2ccc(Cl)cc2)n1	73	-25	-10	3	81	2	-5.4	7	-4	2
O=C(CSc1nnc(Cc2cccs2)n1-c1ccccc1)Nc1ccc2c(c1)OCCO2	98	-15	0	2	99	5	0.3	32	-2	18
Cc1ccc(S(=O)(=O)Nc2ccccc2CNc2cccc(C)n2)cc1	73	-43	0	4	86	0	-2.4	24	-4	8
COc1ccccc1C(=O)OCC(=O)Nc1ccc(OC(F)F)cc1	109	-28	-14	4	100	-4	0.6	22	0	1
Cn1c(N/N=C2\CCCc3ccccc32)nc2c1c(=O)n(Cc1ccccc1)c(=O)n2C	67	4	-7	1	81	-3	-2.9	6	-4	1
O=[n+]1cc(-c2ccc(Br)cc2)n([O-])c2c1CCC2	97	-8	1	1	96	4	2.0	x	17	6
CCCNC(=O)OCCC12CC3CC(CC(C3)C1)C2	82	-44	20	4	79	-9	-1.6	9	-5	7
COCc1cc(C)c(C#N)c(=S)[nH]1	100	-27	-8	3	96	13	-2.8	x	x	23
O=C(OCCCN=C1NS(=O)(=O)c2ccccc21)C1CC(=O)N(c2ccc(Cl)cc2)C1 (stereo unspecified)	99	-32	x	4	102	-2	-1.8	25	x	5
O=C(Oc1ccc(C(=S)N2CCOCC2)cc1)c1ccc(Br)cc1	84	-8	2	14	85	-12	-1.4	x	-4	7
Cc1ccc(NC(=S)NN2CCN(C)CC2)cc1	101	-25	4	2	93	4	0.6	x	x	21
COc1ccc(C(C2C(=O)CC(C)(C)CC2=O)C2C(=O)CC(C)(C)CC2=O)cc1COCC(F)(F)F	90	-12	8	3	93	8	-1.2	x	-3	13
Cc1cc(C)n2c(Br)c(CSc3nc4ccccc4s3)nc2n1	86	-70	9	6	77	-7	-1.4	-3	-10	10
Cc1cc(C)n2nc(-c3cnn(C)c3C(F)(F)F)cc2n1	93	-21	-23	0	88	0	0.5	-1	x	7
CCOC(=O)CSc1nnc(-c2nnc(SCC(=O)OCC)n2CC)n1CC	91	-2	-19	3	99	-2	-2.5	0	1	3
O=C(Nc1ccc(Br)cc1F)c1sccc1-n1cccc1	90	-5	-27	8	87	-4	-3.4	23	1	21
Cc1ccc(Cn2ncc3c(N4CCN(Cc5ccc(Cl)cc5)CC4)ncnc32)cc1	25	-12	-6	8	26	2	0.1	x	1	1
C=CCn1c(COc2ccc(OC)cc2)nnc1SCn1nnc2ccccc2c1=O	88	-29	1	0	92	3	3.6	2	-2	8
Cc1ccccc1C(=O)NC1CCN(Cc2nnnn2C2CCCC2)CC1	112	-11	x	4	104	0	-1.3	2	x	15

Part of the list above with just NPY-Y2 antag:
mol	NPY-Y2 antag
COc1ccccc1C(=O)OCC(=O)Nc1ccc(OC(F)F)cc1	4
CCOC(=O)c1c(-c2ccccc2)csc1NC(=O)c1ccc(S(=O)(=O)N2CCOCC2)cc1	2

Continuation.
SMILES	PTEN del growth	BB579 growth dn	Yeast life ext	NPY-Y2 antag	HCT116 bCat-KO	GALR2 blocker	MRP-1 activ	E-sel TNF inh	Phagocytosis inh	Measles CPE
CCNc1nc(NCC)n2c(SCC(=O)NC34CC5CC(CC(C5)C3)C4)nnc2n1	95	-19	-5	0	95	3	-1.4	4	-9	28
COCCCN1CN(Cc2ccccc2)CNC1=S	97	8	0	3	90	-8	-3.0	x	-10	4
Cc1sc(-c2ccncc2)nc1OC(=O)c1ccc(Cl)cc1	91	-1	-5	2	96	2	-0.4	-3	-1	11
O=C(O)c1cccc(-c2nnn(Cc3ccccc3Cl)n2)c1	105	-19	x	1	92	5	-1.9	-18	x	13
O=C(CSc1nc(C2CC2)nc2ccccc12)Nc1ccc2c(c1)OCCO2	70	-47	-7	2	65	-3	-5.1	-70	6	5
COc1ccc(/C=C2\SC(=O)N(CCNC(=O)Cn3cnnn3)C2=O)cc1	89	-12	-12	-2	82	-5	-2.9	-11	0	15
Nc1nnnn1/N=C/c1cccc(O)c1	102	-20	-10	3	106	7	-3.2	-19	0	24
O=C(Cc1cccs1)Nc1ccon1	101	-32	-6	-1	94	10	-1.2	-19	0	12
CCCCNC(=O)c1c(C)cc(=O)oc1C	100	10	-5	1	102	-10	-1.5	-46	-1	4
COC(=O)c1ccc(-n2nnnc2SCC(=O)Nc2cc(OC)ccc2OC)cc1	90	-7	-4	4	98	-3	-2.1	-9	0	7
CC(=O)c1ccc2c(ccc3ccccc32)c1	96	-17	-11	4	96	9	-0.3	23	0	9
COc1ccc(NC(=O)c2nn(C34CC5CC(CC(C5)C3)C4)cc2[N+](=O)[O-])cc1	76	1	-1	9	78	0	-2.6	x	-7	8
CC(C)(C)OC(=O)N[C@@H](Cc1ccccc1)c1nnc(SCC(=O)c2ccc(Cl)cc2)o1	79	-44	-14	3	81	5	0.5	-12	-1	2
O=S(=O)(c1ccc(S(=O)(=O)N2CCCN(Cc3ccccc3)C2)cc1)N1CCCCCC1	59	-8	-11	3	69	5	-5.4	46	0	6
CCN1CCN(C(c2cc3cccc(C)c3[nH]c2=O)c2nnnn2Cc2ccccc2)CC1 (stereo unspecified)	94	-36	-28	4	86	0	-1.9	-33	-1	6
COc1cc2c(C(=O)N3CCN(c4ccccc4C)CC3)c(C)oc2cc1Br	70	-45	-4	11	62	-18	-3.8	-5	-4	10
CCn1c(SCc2ccc(C)cc2)nnc1C1CCN(S(=O)(=O)c2ccc(OC)cc2)CC1	54	-25	-14	0	45	0	2.6	0	x	20
O=C(CCCn1c(=S)[nH]c2ccsc2c1=O)NCc1ccco1	103	-49	-10	3	102	8	-3.2	x	x	7
O=C(NCCc1ccccc1)C1CCCN1C(=O)Nc1ccc(F)cc1 (stereo unspecified)	98	-27	-5	3	99	10	-0.4	-34	-1	29*
COc1cccc(-c2nn(C)c3sc(C(=O)NCc4ccco4)cc23)c1	64	-42	-16	2	81	24	-3.5	-5	-2	3
Cn1c(SCC(=O)NC2CCCC2)nc2cccnc21	103	-21	-25	5	98	-8	-1.4	-16	0	5
Cc1ccc2[nH]c(=O)c(C(c3nnnn3CC3CCCO3)N3CCCc4ccccc43)cc2c1 (stereo unspecified)	69	-14	-10	1	78	-7	-4.3	-2	-1	3
Cc1nn(-c2ccccc2)c(Cl)c1/C=N/NS(=O)(=O)c1ccc(Br)cc1	94	-45	7	8	90	7	-1.4	x	-2	1
CS(=O)(=O)N(CC(=O)NCc1ccccn1)c1ccc2c(c1)OCCO2	90	-21	-10	2	93	-4	-2.5	-13	1	31
